ELG1 DNA repair: qHTS screen for small molecules that inhibit ELG1-dependent DNA repair in human embryonic kidney (HEK293T) cells expressing luciferase-tagged ELG1. HEK293T ELG1-luciferase reporter, luminescence, 16 h; DNA damage induced by 5-fluorouridine. Potency, µM (top dose mostly 46.1 µM), inactives show at the top dose activity change, negative = inhibition, hits mostly inhibitors. 2.3% of 330,000 active; also: potency is read from the fitted curve at half-maximal effect; % is scaled to controls: 0 for no effect and ±100 for the full control effect; nearly all actives have a fitted effect of over 55% in size
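Quantitative HTS, concentration-response format. 2,000 cells/well co-treated with 5-fluorouridine and compound, 16 hr in 5% CO2 at 37 °C; ONE-Glo luminescence read after 30 min.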
a7 integrin act: qHTS for Activators of Integrin-Mediated Alleviation for Muscular Dystrophy | alpha7betagal myoblasts, beta-gal FDG fluorescence, 48 h | Potency, µM (highest dose often 38.3 µM), inactives show top-dose activation, hits mostly activators | 0.064% of 350,000 active;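 also: potency is read from the fitted curve at half-maximal effect; 100% = response of the positive control SU9516; nearly all actives have a fitted effect of over 60% in size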
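alpha7betagal+/- myoblasts (passage 13, 250/well) treated 48 h at 37C with compounds at 1:260 dilution of DMSO stock. Lysed, then beta-galactosidase activity read as FDG fluorescence (ex 480/em 540) after 30 min, with pre-read for autofluorescence.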
Eya2 inh: qHTS Assay for Inhibitors of the Phosphatase Activity of Eya2; recombinant Eya2, OMFP fluorescence dephosphorylation (OMFP is methylfluorescein phosphate); 0.006% of 330,000 active; Potency, µM (top dose mostly 76.9 µM), for the others: top-dose activity, negative = inhibition, actives largely listed as inhibitors; AID 488837, 2010; Protein phosphatase EYA2 (Homo sapiens), O00167; also: potency is read from the fitted curve at half-maximal effect; % is scaled to controls: 0 for no effect and ±100 for the full control effect
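Eya2 protein (added as 0.2 uM solution) was preincubated with compound for 10 min at ambient temperature in 50 mM HEPES pH 7.5, 50 mM NaCl, 5 uM MgCl2, 0.05% BSA, 1 mM DTT. OMFP (added at 50 uM) then reacted 10 min; fluorescence read at 485/525 nm.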
Mito fusion act: qHTS Assay for Small Molecule Inhibitors of Mitochondrial Division or Activators of Mitochondrial Fusion; Potency, µM (doses to about 46.1 µM), inactives show top-dose growth rescue (activation), actives largely listed as activators; S. cerevisiae fusion-defective mutant growth rescue, CellTiterGlo 48 h; 0.23% of 320,000 active;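 also: potency is read from the fitted curve at half-maximal effect; % of control where 0% means no effect; nearly all actives have a fitted effect of over 45% in size; temperature-sensitive fusion mutants such as fzo1-1 at 37 °C on non-fermentable ethanol glycerol medium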
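Luminescent cell viability in 1536-well qHTS format served as the measure of rescued growth in ts fusion-mutant S. cerevisiae cultured on non-fermentable YPEG for 48 hours at 37C.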
AT treatment: qHTS Assay for Identifying a Potential Treatment of Ataxia-Telangiectasia. […] A-T fibroblasts, KAP-1 phosphorylation AlphaLISA; neocarzinostatin DNA damage 30 min before lysis. Potency, µM (series often up to 57.5 µM), inactives show top-dose activation, actives largely listed as activators. 0.19% of 320,000 active. AID 485349, 2010; also: potency is read from the fitted curve at half-maximal effect; % of control where 0% means no effect; nearly all actives have a fitted effect of over 45% in size
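hTERT-immortalized A-T patient fibroblasts ([…]), 500 cells/well in OPTI-MEM, 1% FBS, got compounds for 60 min, then NCS for 30 min at 37C. Lysates were then assayed for phospho-KAP-1 by AlphaLISA (anti-pKAP1 donor, anti-KAP1 acceptor beads), 6 hr at 25C.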
S-ASM inh: Inhibitors of Secretory Acid Sphingomyelinase (S-ASM): qHTS. 0.006% of 340,000 active. Potency, µM (doses to about 57.5 µM), for the others: at the highest dose activity change, negative = inhibition, usual class: inhibitors. placental ASM, HMU-PC fluorogenic substrate, 60 min. Sphingomyelin phosphodiesterase (Homo sapiens), P17405; also: potency is read from the fitted curve at half-maximal effect
Target sequence (P17405 47-631 limits assumed): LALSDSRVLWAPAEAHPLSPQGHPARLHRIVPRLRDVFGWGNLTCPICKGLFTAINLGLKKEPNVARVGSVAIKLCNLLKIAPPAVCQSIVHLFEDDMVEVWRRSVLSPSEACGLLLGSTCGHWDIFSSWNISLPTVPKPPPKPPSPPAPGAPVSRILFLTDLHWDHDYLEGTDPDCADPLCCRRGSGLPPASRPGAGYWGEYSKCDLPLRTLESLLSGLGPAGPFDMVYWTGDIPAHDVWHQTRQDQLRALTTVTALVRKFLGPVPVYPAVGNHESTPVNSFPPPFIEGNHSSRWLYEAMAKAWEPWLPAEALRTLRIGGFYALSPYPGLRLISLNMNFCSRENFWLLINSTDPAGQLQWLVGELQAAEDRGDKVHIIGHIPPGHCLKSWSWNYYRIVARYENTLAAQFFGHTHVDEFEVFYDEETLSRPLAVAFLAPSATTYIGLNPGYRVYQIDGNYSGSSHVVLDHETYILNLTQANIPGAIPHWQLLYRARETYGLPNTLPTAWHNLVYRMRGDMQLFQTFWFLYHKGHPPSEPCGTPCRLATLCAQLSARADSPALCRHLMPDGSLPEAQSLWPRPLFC
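Human placenta-derived ASM preincubated with compound 10 min at room temperature, then reacted with 9 uM (final) fluorogenic HMU-PC substrate for 60 min at 37 C. Stop solution raises pH to 10; fluorescence read at Ex 386/Em 447 nm.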
BCR signal inh: qHTS Assay to Find Inhibitors of Chronic Active B-Cell Receptor Signaling; 0.05% of 340,000 active; Potency, µM (highest dose often 46.1 µM), for the others: at the top dose ratio change, negative = lower green/red ratio, hits mostly inhibitors; ABC-DLBCL IkBa-CBG/CBR reporter, luminescence ratio, 4 h; active = well fitted inhibition curve with a large enough effect in the signal ratio, with a control signal flat, not every such curve was filed as active; inconclusive = small, poorly fitted or top-dose-only effect, or effect the other way, or a change in a side signal; the % refers to the signal ratio;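 also: potency is read from the fitted curve at half-maximal effect; plate controls were basal doxycycline-induced cells for no effect and cells given 10 µM MG132 for full effect; MG132 reads +100%, hits lower the ratio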
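Cell line TMD8 (human ABC DLBCL), stably expressing tet-inducible CBG68-IkBa fusion and CBR; IMDM/0.5% FBS; cpd up to 46 uM; dox induction, 4 h, 37C/5% CO2; dual luminescence; green/red ratio; MG132 control.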
TCR act: Activators of T cell receptors: qHTS campaign. primary human leukocytes, anti-CD3, IL-2 HTRF, 48 h. Potency, µM (doses to about 9.22 µM), without a hit: at the top dose activation of IL-2 secretion, usual class: activators. 330,000 tested, under 10 active; also: % of control where 0% means no effect
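48 hr co-incubation of compounds, a-CD3 beads and primary human leukocytes; IL-2 quantified homogeneously by HTRF with anti-IL-2 K and d2 conjugates.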
PTAP TSG101 blk: qHTS Assay for Iinhibitors of HIV-1 Budding by Blocking the Interaction of PTAP/TSG101; Tumor susceptibility gene 101 protein (Homo sapiens), Q99816; Fluorescence polarization, FITC-PTAP peptide / Tsg101 binding; Potency, µM (series often up to 115 µM), inactives show at the highest dose activity change, negative = inhibition, most hits filed as inhibitors; 340,000 tested, under 10 active; AID 493005, 2010; active = well fitted inhibition curve with a large enough effect in the main read-out, with a control signal flat, not every such curve was filed as active; inconclusive = small, poorly fitted or top-dose-only effect, or effect the other way, or a change in a side signal; inactive = no such curve, though single readings can be large or run the other way; also: potency is read from the fitted curve at half-maximal effect; % of control where 0% means no effect
Target sequence (Q99816 whole entry, looked up): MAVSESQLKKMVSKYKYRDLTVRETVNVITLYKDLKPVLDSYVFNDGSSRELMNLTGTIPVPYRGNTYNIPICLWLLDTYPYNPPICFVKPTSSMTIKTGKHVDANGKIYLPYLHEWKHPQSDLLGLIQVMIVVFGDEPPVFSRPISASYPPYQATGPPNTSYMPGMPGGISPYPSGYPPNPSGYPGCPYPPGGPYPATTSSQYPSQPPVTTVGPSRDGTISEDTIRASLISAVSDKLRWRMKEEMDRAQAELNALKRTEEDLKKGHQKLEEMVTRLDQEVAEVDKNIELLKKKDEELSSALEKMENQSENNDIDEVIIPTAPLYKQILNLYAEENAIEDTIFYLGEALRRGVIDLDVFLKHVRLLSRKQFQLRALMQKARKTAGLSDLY
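Fluorescence anisotropy tracks displacement of a FITC-tagged PTAP peptide (50 nM) from the Tsg101 binding domain (10 uM), following a 20 min room-temperature incubation at pH 7.5.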
Tb PFK block: qHTS Assay to Find Inhibitors of T. brucei phosphofructokinase; Potency, µM (doses to about 57.5 µM), without a hit: at the highest dose activity, negative = inhibition, usual class: inhibitors; 0.17% of 330,000 active; T. brucei PFK, ADP-Glo luminescence; ATP-dependent 6-phosphofructokinase (Trypanosoma brucei brucei), O15648;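 also: potency is read from the fitted curve at half-maximal effect; 0% = uninhibited 1x PFK enzyme wells and -100% = no-enzyme wells; nearly all actives have a fitted effect of over 60% in size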
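Activity is normalized to no-enzyme wells (full inhibition) and 1.25 nM enzyme wells (no inhibition). Reaction: 0.5 mM F6P, 0.1 mM ATP, 45 min RT, ADP-Glo luminescence; concentration-response curves fitted and classed by quality.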
TSHR antagonist: Antagonists of the Thyroid Stimulating Hormone Receptor: HTS campaign; Thyrotropin receptor (Homo sapiens), P16473; TSHR-expressing cells, TSH-stimulated cAMP HTRF, 2 h; stronger effect = lower value; activity change, negative = inhibition, % at 11.5 µM; 0.2% of 330,000 active;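 active = activity change below a set negative limit, meaning inhibition stronger than a set level, cut at about -70% in these data; inconclusive = activity change between two set negative limits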; also: % is scaled to controls: 0 for no effect and ±100 for the full control effect
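Read-out is FRET at 665 nm (cryptate excitation 337 nm) from a cryptate-tagged anti-cAMP antibody, competed by cell cAMP against cAMP-d2. Compounds are tested on freshly harvested TSHR cells challenged with 4nM TSH (EC80) for 2 hours at 37 deg C.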
Starred values were filed as active, the others as inactive; u = inconclusive; x = not tested or not shown; [ ] = remark or other dose. Unless noted, calls follow the shape of the dose curve; as a rule, active = well fitted curve in the direction sought with a large enough effect; inconclusive = small, poorly fitted or top-dose-only effect, or another doubt; inactive = no such curve, though single readings can be large; an effect the other way counts as inactive or inconclusive. Random draw from the library, and some 3.2% of all compounds hit somewhere here.

item	molecule	ELG1 DNA repair	a7 integrin act	Eya2 inh	Mito fusion act	AT treatment	S-ASM inh	BCR signal inh	TCR act	PTAP TSG101 blk	Tb PFK block	TSHR antagonist
1	COc1ccccc1NC(=O)N1C2CCCC1CC(NC(=O)c1ccccc1)C2 (stereo not given)	-17%	0%	-2%	-4%	0%	0%	1%	-1%	-5%	-1%	10
2	C(=N/n1c2ccccc2c2ccccc21)/c1ccco1	14%	-38%	1%	2%	15%	-13%	4%	-6%	-1%	1%	8
3	CCOc1ccc2nc(N3CCC(C(=O)NCCCN4CCOCC4)CC3)sc2c1	u	-16%	-17%	3%	0%	0%	4%	0%	-21%	0%	1
4	N#Cc1ccc(-c2ccc(OCC(=O)NN=Cc3ccncc3)cc2)cc1	u	15%	-14%	x	0%	-12%	-5%	4%	1%	5%	-13
5	CC(=O)c1cccc(NC(=O)Cn2c(=O)oc3cc(S(=O)(=O)N4CCCC4)ccc32)c1	-11%	0%	-1%	1%	-6%	0%	3%	-8%	-6%	0%	-6
6	CC(C)c1ccc(CNC(=O)C(=O)Nc2nccs2)cc1	-2%	0%	13%	-4%	2%	-1%	-2%	-6%	0%	-5%	1
7	COc1ccc(O[C@H]2C=C[C@@H](c3ccccc3)O[C@@H]2COC(=O)CC/C(C)=N/OC[C@@H](O)[C@H]2O[C@@H]3OC(C)(C)O[C@@H]3[C@H]2O)cc1	u	x	-4%	-1%	7%	x	-9%	x	x	-5%	5
8	O=[N+]([O-])c1ccc(N2CCc3ccccc3C2)nc1	u	13%	2%	-2%	12%	-7%	-2%	x	-1%	6%	-24
9	Cc1cc(C)nc(NC(=O)c2ccc(Cl)cc2)n1	-2%	u	1%	0%	2%	-1%	u	-5%	2%	-19%	7
10	Cc1ccc(-n2c(SCC(N)=O)nc3c(c2=O)C2(CCCC2)Cc2ccccc2-3)cc1	-20%	1%	-18%	9%	-8%	-4%	u	-19%[46.1 µM]	-4%	17%	13
11	O=C(NCCc1ccccc1)C1CC(=O)N(C2CCCCCC2)C1 (stereo not given)	-10%	-2%	5%	3%	3%	1%	0%	-5%	-10%	-1%	4
12	CSCCC(NC(=O)c1ccccc1Cl)C(=O)N(C)Cc1cccs1 (stereo not given)	1%	-29%	14%	0%	2%	0%	9%	-1%	-2%	-3%	9
13	Cc1ccc(Nc2ccc(NCc3ccccc3)nn2)cc1C	u	7%	-9%	13%	18%	-2%	7%	1%[46.1 µM]	-3%	-4%	-1
14	O=C(c1ccco1)n1c(=S)nc2ccccn21	u	-28%	1%	-3%	-14%	1%	0%	0%	-8%	-7%	20
15	COCCCNCCCCSc1ccc(Cl)cc1	-20%	-23%	-4%	14%	-4%	-1%	6%	-1%[46.1 µM]	0%	-10%	5
16	COC(=O)c1cccc(CSc2nc3ccccc3[nH]2)c1	u	1%	5%	10%	4%	-1%	-3%	-1%[46.1 µM]	-3%	-5%	3
17	Cc1ccc(C2(C)NC(=O)N(CC(=O)N3CCN(S(=O)(=O)c4ccc(Cl)s4)CC3)C2=O)cc1 (stereo not given)	u	5%	8%	6%	10%	-5%	u	6%	-2%	-6%	39
18	CCOC(=O)C(CC)Sc1nc2c(cnn2-c2ccc(F)cc2)c(=O)[nH]1 (stereo not given)	4%	3%	-10%	22%	0%	-4%	u	7%	0%	7%	-8
19	CC(=O)N1CCSc2ccc(S(=O)(=O)NCc3ccc(F)cc3)cc21	-9%	-2%	0%	5%	-8%	0%	1%	8%	-3%	1%	-2
20	CCCn1c(SCC(=O)NC2CCCCC2)nnc1C1CC1	20%	11%	-4%	-2%	9%	1%	u	1%	0%	-1%	9
21	CC1CCCCC1NS(=O)(=O)c1ccc(-n2cnnn2)cc1 (stereo not given)	-4%	26%	5%	5%	0%	-2%	1%	-8%	-1%	-2%	0
22	COc1ccc(C(CNS(=O)(=O)c2ccc(NC(C)=O)c(OC)c2)N2CCCCC2)cc1 (stereo not given)	27%	-5%	8%	x	8%	3%	0%	5%	-1%	-1%	2
23	Cc1cc(C(=O)Nc2cccc(/C=C/C(=O)O)c2)c(C)o1	-4%	18%	-12%	-1%	-5%	3%	-2%	x	x	0%	-9
24	O=C(CCS(=O)CCC(=O)NCc1ccccc1)NCc1ccccc1	16%	10%	-4%	4%	9%	-2%	1%	6%	-1%	0%	28
25	CCn1c(=N)c(C(=O)OC)cc2c(=O)n3ccccc3nc21	10%	x	-1%	-1%	-13%	x	1%	x	x	0%	14
26	Clc1ccc(Nc2ncnc3c2cnn3-c2ccccc2)cc1	u	-36%	-4%	u	3%	-17%	14%	-3%	-2%	-5%	-12
27	Cc1ccc(NC(=O)C(=O)NCCOc2ccccc2Cl)cc1	6%	32%	-2%	-3%	4%	0%	-2%	5%[46.1 µM]	1%	1%	-6
28	CC(C)n1c(-c2ccc(C(C)(C)C)cc2)n[nH]c1=S	18%	-41%	-13%	3%	-1%	-3%	-3%	-1%	-12%	-6%[0.46 µM]	-5
29	CC(C)(C)c1ccc(C(=O)N/C(=C\c2cccs2)C(=O)NCc2ccco2)cc1	-21%	19%	11%	-1%	6%	-7%	12%	x	-5%	0%	6
30	CC(C)C(NS(=O)(=O)c1cccs1)C(=O)NCCN1CCN(c2ccccc2)CC1 (stereo not given)	1%	16%	-8%	1%	1%	1%	0%	-7%	1%	2%	25
31	Cc1cc(C)cc(C(=O)NCC(=O)OCc2nc(N)nc(Nc3ccccc3C)n2)c1	u	u	-4%	2%	1%	1%	u	4%	-2%	-2%	7
32	Cc1cccc(-n2nc3c(c2NC(=O)C(C)C)CS(=O)(=O)C3)c1C	-1%	0%	10%	3%	-2%	-3%	u	6%	-5%	1%	2
33	Cc1cccc(N=Nc2c(C)[nH]n(-c3ccccc3)c2=O)c1	u	-1%	-4%	9%	-3%	-16%	15%	-1%	0%	-8%	1
34	CC(C(=O)Nc1cccnc1)N1C(=O)c2ccccc2C1=O (stereo not given)	0%	-9%	8%	1%	3%	4%	2%	-2%	-14%	2%	-6
35	C#CCOCCOCCOCCNc1nc(N2CCN(C(=O)C([C@@H](C)CC)n3cc(C(N)CO)nn3)CC2)nc(N2CCN(C(=O)[C@H](CCC(=O)O)n3cc(C(N)CC(C)C)nn3)CC2)n1 (stereo not given in full)	-9%	19%	-9%	-3%	19%	4%	6%	0%	1%	9%	-4
36	CCOC(=O)C/C(C)=N\Nc1nc(-c2ccccc2)cs1	-5%	20%	1%	4%	-11%	10%	u	-5%	-5%	0%	11
37	O=C(NC1CCCC1)c1cccc(NC(=O)c2ccco2)c1	14%	14%	1%	3%	x	1%	2%	0%	-2%	-1%	25
38	O=c1cc(N2CCC3(CC2)OCCO3)[nH]c(=O)n1-c1ccc(Br)cc1	u	-7%	2%	-1%	1%	0%	1%	0%	-2%	13%	-1
39	N#C/C(=C\c1c(F)cccc1Cl)S(=O)(=O)c1ccccn1	3%	-16%	9%	-2%	-1%	3%	14%	-3%	1%	4%	-8
40	CN(C)S(=O)(=O)c1cccc(COC(=O)c2ccc(Cl)cc2O)c1	-7%	-49%[inhibitor]	-11%	-6%	16%	-2%	1%	3%	0%	0%	-12
41	CCn1cc(/C=C(\NC(=O)c2ccccc2)C(=O)NCCCN2CCOCC2)c2ccccc21	-1%	-11%	-4%	-16%	-3%	3%	3%	4%	-4%	-3%	14

High-throughput results as filed in PubChem.
